# Assay outcomes from PubChem BioAssay.
# USP7 inh – blocks human USP7 ubiquitin-rhodamine cleavage | purified USP7, Ub-rhodamine cleavage fluorescence | inhibition, % at 20 µM | 47,000 compounds, 0.3% hits | AID 1645854
# USP30 inh – inhibitors of human USP30 deubiquitinase; Q70CQ3; purified USP30, Ub-rhodamine cleavage fluorescence; inhibition, % at 25 µM; 47,000 compounds, 5.3% hits
# Target sequence (Q70CQ3 whole entry, looked up): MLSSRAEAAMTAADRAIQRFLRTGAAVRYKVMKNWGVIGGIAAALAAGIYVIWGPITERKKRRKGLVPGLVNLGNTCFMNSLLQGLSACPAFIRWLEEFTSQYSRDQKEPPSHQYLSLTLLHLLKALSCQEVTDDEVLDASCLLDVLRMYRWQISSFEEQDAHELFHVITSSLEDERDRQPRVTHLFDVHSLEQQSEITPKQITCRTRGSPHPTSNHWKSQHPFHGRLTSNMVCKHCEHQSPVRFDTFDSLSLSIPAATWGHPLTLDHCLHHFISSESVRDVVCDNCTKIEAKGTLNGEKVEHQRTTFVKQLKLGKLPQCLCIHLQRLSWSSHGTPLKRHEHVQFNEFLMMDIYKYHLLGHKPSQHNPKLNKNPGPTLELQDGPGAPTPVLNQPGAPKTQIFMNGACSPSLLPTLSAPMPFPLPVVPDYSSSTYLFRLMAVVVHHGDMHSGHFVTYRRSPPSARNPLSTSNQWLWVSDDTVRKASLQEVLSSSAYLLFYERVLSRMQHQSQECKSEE
# USP10 inh – blocks human USP10 ubiquitin-rhodamine cleavage | Q14694 | purified USP10, Ub-rhodamine fluorescence, 60 min | inhibition, % at 20 µM | 47,000 compounds, 1.1% hits
# USP17 inh – blocks human USP17 ubiquitin-rhodamine cleavage | purified USP17, Ub-rhodamine cleavage fluorescence, 3 h | 47,000 compounds, 6.5% hits | inhibition, % at 50 µM | AID 1645855 | A8MUK1
# OTUD3 block – blocks human OTUD3 ubiquitin-rhodamine cleavage | inhibition, % at 25 µM | AID 1645858 | purified OTUD3, Ub-rhodamine fluorescence, 2 h | Q5T2D3 | 47,000 compounds, 0.7% hits
# Target sequence (Q5T2D3 whole entry, looked up): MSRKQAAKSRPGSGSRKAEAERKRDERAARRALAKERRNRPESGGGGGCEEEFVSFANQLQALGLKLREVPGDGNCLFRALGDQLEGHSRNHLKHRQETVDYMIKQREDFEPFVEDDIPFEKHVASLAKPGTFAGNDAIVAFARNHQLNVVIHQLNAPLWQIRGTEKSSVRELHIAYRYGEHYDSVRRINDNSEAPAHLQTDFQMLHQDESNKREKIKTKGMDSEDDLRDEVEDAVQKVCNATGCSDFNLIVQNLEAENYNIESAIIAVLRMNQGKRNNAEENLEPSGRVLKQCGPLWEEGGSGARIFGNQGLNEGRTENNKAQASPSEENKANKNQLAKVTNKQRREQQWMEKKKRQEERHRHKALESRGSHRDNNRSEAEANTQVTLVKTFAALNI
# UCHL1 inh – inhibitors of human UCHL1 deubiquitinase. purified UCHL1, Ub-rhodamine cleavage fluorescence. P09936. 47,000 compounds, 0.2% hits. inhibition, % at 20 µM
# USP28 inh – inhibitors of human USP28 deubiquitinase. AID 1645857. 47,000 compounds, 3% hits. inhibition, % at 25 µM. purified USP28, Ub-rhodamine cleavage fluorescence, 30 min. Q96RU2
# USP8 block – human USP8 deubiquitinase inhibition; inhibition, % at 20 µM; AID 1645853; P40818; purified USP8, Ub-rhodamine cleavage fluorescence, 30 min; 47,000 compounds, 4.2% hits
# * = called active by the depositor; nt = not tested or not shown. Rule as the data show it: active = inhibition above about 30%; inactive = the rest.
# The first 2 compounds as a preview:
(1) COC(=O)Cc1nc(NC(=O)c2ccc(OC)cc2)sc1C
(2) CCN1C(=O)SC(C(O)c2ccc(Cl)c([N+](=O)[O-])c2)C1=O (stereo not drawn)
assay / entry	1	2
USP7 inh	-12	-4
USP30 inh	-2	9
USP10 inh	3	2
USP17 inh	-7	-37
OTUD3 block	-2	7
UCHL1 inh	1	-2
USP28 inh	9	6
USP8 block	0	-121

# The whole of this part, from the first entry:
(1) COC(=O)Cc1nc(NC(=O)c2ccc(OC)cc2)sc1C
(2) CCN1C(=O)SC(C(O)c2ccc(Cl)c([N+](=O)[O-])c2)C1=O (stereo not drawn)
(3) CCOC(=O)CNC(=O)CSc1nnc(Cc2cccn2C)n1CCc1ccccc1
(4) Cc1nc(S/C(=C\c2ccc(OC(C)C)cc2)C(=O)O)n[nH]1
(5) Cc1[nH]c(C)c(S(=O)(=O)NCCc2ccccc2)c1C(=O)N1CCCCC1
(6) Clc1ccc(Cc2nn3cc(-c4ccccc4)nc3s2)c(Cl)c1
(7) Cn1c(CC2CCN(C(=O)Nc3cc(F)cc(F)c3)C2)nc2cccnc21 (stereo not drawn)
(8) CC(C)c1ccc(C2c3[nH]c4ccccc4c3C[C@H]3C(=O)N(c4ccccc4C(=O)NC4CCCCC4)C(=O)N23)cc1 (stereo partly drawn)
assay / entry	1	2	3	4	5	6	7	8
USP7 inh	-12	-4	-2	3	-20	-1	-4	-15
USP30 inh	-2	9	-54	12	-21	21	-25	-145
USP10 inh	3	2	-1	2	-1	0	-3	-6
USP17 inh	-7	-37	-22	12	-18	16	-20	-85
OTUD3 block	-2	7	-14	6	-16	10	-10	-30
UCHL1 inh	1	-2	-2	0	-2	1	-2	-20
USP28 inh	9	6	-8	0	-25	5	-9	-40
USP8 block	0	-121	-42	1	-4	25	-48	-49

(9) Cc1cccc(Nc2nc(C)c(C(=O)NCc3ccccn3)s2)n1
(10) CSc1cccc(NS(=O)(=O)c2c[nH]c(=O)[nH]c2=O)c1
(11) Cc1ccc2oc(=O)c3cc(C(=O)Nc4cccc(C)n4)sc3c2c1
(12) COc1ccc(C(=O)N2CCC3(CC2)OC(C(=O)Nc2ccncc2)Cn2ccnc23)cc1 (stereo not drawn)
(13) Cc1cccc(S(=O)(=O)N2C[C@H]3NC(=O)c4ccccc4C(=O)[C@@]3(C)C2)c1
(14) CN1CCc2cc(C(CNC(=O)COc3ccc(Cl)cc3)N3CCCC3)ccc21 (stereo not drawn)
(15) CC(CCc1ccccc1)NC(=O)c1ccc(-c2cccs2)cc1 (stereo not drawn)
(16) O=C(CN1C(=O)CCCc2cc(S(=O)(=O)N3CCCCC3)ccc21)N1CCCCC1
assay / entry	9	10	11	12	13	14	15	16
USP7 inh	3	1	5	0	1	0	5	5
USP30 inh	-2	-9	10	-11	5	-31	nt	-8
USP10 inh	0	0	3	-6	0	0	4	-3
USP17 inh	16	-14	15	-2	0	-11	8	-10
OTUD3 block	0	-4	0	6	-2	-7	2	-11
UCHL1 inh	0	-1	0	1	0	3	-2	-2
USP28 inh	-5	-6	-1	-1	-6	-1	nt	-10
USP8 block	0	1	12	-87	1	4	1	-24

# 4 entries out of the list, arranged by molecular weight, high to low:
(13) Cc1cccc(S(=O)(=O)N2C[C@H]3NC(=O)c4ccccc4C(=O)[C@@]3(C)C2)c1
(11) Cc1ccc2oc(=O)c3cc(C(=O)Nc4cccc(C)n4)sc3c2c1
(15) CC(CCc1ccccc1)NC(=O)c1ccc(-c2cccs2)cc1 (stereo not drawn)
(10) CSc1cccc(NS(=O)(=O)c2c[nH]c(=O)[nH]c2=O)c1
assay / entry	13	11	15	10
USP7 inh	1	5	5	1
USP30 inh	5	10	nt	-9
USP10 inh	0	3	4	0
USP17 inh	0	15	8	-14
OTUD3 block	-2	0	2	-4
UCHL1 inh	0	0	-2	-1
USP28 inh	-6	-1	nt	-6
USP8 block	1	12	1	1

# (more compounds)
(17) O=S(=O)(c1ccccc1)N1CCc2nc3ccccc3n2CC1
(18) COc1ccc(NC(=O)CN2CCC(Nc3nc4c(c(=O)[nH]3)CCCC4)CC2)cc1
(19) c1cc(-c2ccc3c(c2)OCO3)n2ncnc2n1
(20) Cc1ccc(NC(=O)c2ccc3c(c2)ncn3CCN2CCCC2)cc1
(21) O=S(=O)(Nc1cccn2nc(C3CC3)nc12)c1ccc(F)cc1
(22) O=C(NC1CCCCC1)c1c(-c2ccccc2)c2c3n(c(-c4ccc(Cl)cc4)cn13)CCCC2
(23) Cc1ccc(NS(=O)(=O)c2ccc(C(=O)Nc3cc(S(=O)(=O)N4CCOCC4)ccc3N3CCOCC3)cc2)cc1
(24) Cc1sc2ncn3c(=O)n(CC(=O)Nc4ccc(F)cc4)nc3c2c1C
assay / entry	17	18	19	20	21	22	23	24
USP7 inh	1	5	-1	-1	-6	-5	8	0
USP30 inh	8	-7	-2	-7	-36	-264	17	14
USP10 inh	1	2	3	-2	-3	-3	2	-1
USP17 inh	30	-14	nt	-4	4	-18	8	2
OTUD3 block	-8	-2	-5	-7	-4	-29	1	6
UCHL1 inh	-1	1	-2	-2	-3	-1	4	0
USP28 inh	-9	-14	-14	3	-3	-31	12	5
USP8 block	0	-1	-2	-11	-20	-14	12	10

(25) CC(=O)N1c2ccc(S(=O)(=O)N3CCCC3)cc2CC1C(=O)NC(C)C (stereo not drawn)
(26) Cn1c(=O)c2c(ncn2C/C=C/c2ccccc2)n(C)c1=O
(27) CN(C)c1ccc(CNC(=O)CN2C(=O)CSc3cccn3-c3ccccc32)cc1
(28) COc1ccc(-c2c(-c3cccc([N+](=O)[O-])c3)cn3ccc4cc(OC)c(OC)cc4c23)cc1OC
(29) CC1(C)C(=O)Nc2ccccc2N1C(=O)COC(=O)Cc1ccccc1F
(30) COc1ccc(-c2nc(-c3ccc4oc(C)nc4c3)no2)c(OC)c1
(31) O=C(Nc1ccc(Cn2cncn2)cc1)C1CCCCC1
(32) COc1ccccc1Nc1ncc(C(=O)N(C)Cc2ccccc2)c2ccccc12
assay / entry	25	26	27	28	29	30	31	32
USP7 inh	3	-4	4	7	1	2	nt	-26
USP30 inh	27	1	3	19	-3	-11	-8	-121
USP10 inh	0	-1	1	4	2	0	-1	-6
USP17 inh	6	-9	-9	4	16	-4	-16	23
OTUD3 block	8	0	15	-34	12	-5	12	-34
UCHL1 inh	0	-1	4	2	5	-2	-1	-3
USP28 inh	6	2	11	5	17	-14	-3	-18
USP8 block	8	-1	-115	17	18	-1	0	69*

(33) Cc1nn2cnnc2c(C)c1CCC(=O)Nc1ccc(F)cc1F
(34) CC1(C(=O)Nc2ccc(Cl)cc2)Oc2cccnc2NC1=O (stereo not drawn)
(35) CCn1c(=O)c(CCC(=O)N2CCN(c3ccccc3F)CC2)nc2c(C)nn(-c3ccccc3)c21
(36) CCn1cnc2c1c(=O)n(CC(=O)NCc1ccc3c(c1)OCO3)c(=O)n2Cc1ccccc1
(37) Cn1c(SCC(=O)c2ccccc2)nnc1-c1cc2ccccc2o1
(38) Cc1cc(N2CCOCC2)nc2ccc(NC(=O)CCC(=O)N3CCN(c4ccc([N+](=O)[O-])cc4)CC3)cc12
(39) Cc1ccc2nc(NC(=O)C3CCCN3S(=O)(=O)c3ccc4c(c3)OCCO4)sc2c1 (stereo not drawn)
(40) Cc1cc2nc(Oc3cccnc3)c3ccccc3n2n1
assay / entry	33	34	35	36	37	38	39	40
USP7 inh	0	-6	6	0	2	-5	7	5
USP30 inh	-13	-10	8	-71	21	-35	0	17
USP10 inh	0	-1	3	-4	0	1	2	0
USP17 inh	-7	-2	1	37*	24	17	7	10
OTUD3 block	-4	2	4	14	0	-19	0	10
UCHL1 inh	0	-1	3	3	-1	1	6	5
USP28 inh	-6	18	0	8	-8	-4	53*	0
USP8 block	-51	-1	12	14	4	-53	17	15

(41) Cc1[nH]c(C)c(S(=O)(=O)Nc2ccc(Cl)cc2)c1-c1nc(C2CC2)no1
(42) FC(F)(F)c1ccnc(N2CC[C@H](c3nnc(-c4ccncc4)o3)C2)n1
(43) Nc1ncc(S(=O)(=O)NCc2ccc3c(c2)OCO3)cn1
(44) c1ccc(C(NCc2ccc3c(c2)OCO3)c2ccccc2)cc1
(45) O=C1CC(=O)Nc2cc(S(=O)(=O)NCc3ccc(Cl)cc3)ccc2N1
(46) CC(C)Oc1ccc(C(=O)Nc2cccc(S(=O)(=O)N3CCCC3)c2)cc1
(47) CC(C)CCNC(=O)c1nc(CS(=O)(=O)c2ccc(Cl)cc2)no1
(48) COc1cc(C(=O)OCC(=O)Nc2ccc(Oc3ccccc3)cc2)ccc1OCc1ccccc1
assay / entry	41	42	43	44	45	46	47	48
USP7 inh	-58	-5	-2	7	2	-4	2	5
USP30 inh	20	-59	-36	12	18	25	15	20
USP10 inh	13	-4	-1	5	-1	2	0	4
USP17 inh	15	-11	-20	13	5	19	2	21
OTUD3 block	4	-13	1	21	5	15	1	4
UCHL1 inh	5	-2	-2	2	-2	7	1	-2
USP28 inh	17	-28	-7	18	3	63*	21	-5
USP8 block	4	-21	-35	16	8	11	9	0

(49) CC(C)c1ncc(CN2CCC(C3CC=CCN(Cc4ccc(F)cc4)C3=O)CC2)cn1 (stereo not drawn)
(50) Cc1ccc(NC(=O)CSc2ccc(N3CCC(C(=O)NC(C)C)CC3)nn2)cc1
(51) COc1cccc(CN2CC[C@@H]3Oc4ccccc4S(=O)(=O)N(C)[C@H]3CC2)c1
(52) Cc1ccc(-c2c(C(=O)NCc3ccccc3F)oc(=O)c3ccccc23)cc1
(53) C=C1CCC2[C@](C)(CCC[C@]2(C)C(=O)OC)[C@H]1CCc1ccoc1CNCCO (stereo partly drawn)
(54) O=c1[nH]c(CN2CCN(S(=O)(=O)c3ccccc3Cl)CC2)nc2ccccc12
(55) O=C(COc1cccc2c1CCN(Cc1cccnc1)C2=O)Nc1ccc2c(c1)OCCO2
(56) CCOC(=O)c1noc2nc(C)nc(N3CCC(N4CCCCC4)CC3)c12
assay / entry	49	50	51	52	53	54	55	56
USP7 inh	1	5	-4	0	3	-1	-3	-1
USP30 inh	30	nt	-6	20	-6	-55	5	-68
USP10 inh	0	1	0	10	0	-7	-2	-5
USP17 inh	2	25	-36	9	9	-25	59*	-13
OTUD3 block	9	-2	-3	8	-1	-23	-5	-19
UCHL1 inh	1	0	1	5	0	-4	0	-3
USP28 inh	11	nt	-12	21	0	-25	90*	-21
USP8 block	5	9	-37	5	5	-14	-88	3

(57) O=C(NC(c1ccccc1)c1nnc(N2CCOCC2)o1)c1ccccc1Cl (stereo not drawn)
(58) N#Cc1cccc(NC(=O)C2Cc3ccccc3CN2C(=O)c2ccccc2)c1 (stereo not drawn)
(59) Cc1cc(C(=O)N2CCC(Nc3ncnc4c3CCC4)C2)nn1C (stereo not drawn)
(60) CCOc1ccc(N2CCCn3c2nc2c3c(=O)n(Cc3cccc4ccccc34)c(=O)n2C)cc1
(61) CCc1nccn1-c1cccc(C2CCN(C(=O)c3ccn[nH]3)CC2)n1
(62) CCCn1nc(-n2cnnc2)c(NC(=O)c2ccc(F)cc2)c1C
(63) CS(=O)(=O)N1CCN(c2ccccc2NC(=O)COc2ccc(Br)cc2)CC1
(64) Cc1cc(N2CCCC2)nc(N2CCN(C(=O)c3c(F)cccc3Cl)CC2)n1
(65) COc1cccc(CN2CCN(Cc3ccco3)[C@@H](C)C2)c1
(66) O=C(c1ccoc1)N1CCC(Nc2ncnc3c2CCC3)CC1
assay / entry	57	58	59	60	61	62	63	64	65	66
USP7 inh	0	-6	-1	-8	2	0	63*	3	5	2
USP30 inh	24	nt	8	-2	14	-1	nt	10	8	17
USP10 inh	0	6	1	0	2	-1	72*	0	-1	0
USP17 inh	15	-4	5	-4	6	4	93*	11	1	0
OTUD3 block	21	-10	6	0	7	-2	0	6	11	7
UCHL1 inh	1	4	2	-5	1	-2	9	4	0	0
USP28 inh	9	nt	-88	-10	4	-3	nt	6	11	9
USP8 block	14	8	17	-22	0	8	92*	0	-12	2
